M1 PAM: human M1 muscarinic receptor positive allosteric modulators, primary screen, CHO-K1 cells, Fluo-8 calcium fluorescence, 1536-well | Muscarinic acetylcholine receptor M1 (Homo sapiens), P11229 | CHO-K1 hM1, ACh EC20; 0% = ACh EC20, 100% = maximal ACh | activation, % at 3 µM | 360,000 compounds, 0.088% hits | AID 588819, 2011; in the data active means activation above about 19%, passing the limit was not always enough
Target sequence (P11229 whole entry, looked up): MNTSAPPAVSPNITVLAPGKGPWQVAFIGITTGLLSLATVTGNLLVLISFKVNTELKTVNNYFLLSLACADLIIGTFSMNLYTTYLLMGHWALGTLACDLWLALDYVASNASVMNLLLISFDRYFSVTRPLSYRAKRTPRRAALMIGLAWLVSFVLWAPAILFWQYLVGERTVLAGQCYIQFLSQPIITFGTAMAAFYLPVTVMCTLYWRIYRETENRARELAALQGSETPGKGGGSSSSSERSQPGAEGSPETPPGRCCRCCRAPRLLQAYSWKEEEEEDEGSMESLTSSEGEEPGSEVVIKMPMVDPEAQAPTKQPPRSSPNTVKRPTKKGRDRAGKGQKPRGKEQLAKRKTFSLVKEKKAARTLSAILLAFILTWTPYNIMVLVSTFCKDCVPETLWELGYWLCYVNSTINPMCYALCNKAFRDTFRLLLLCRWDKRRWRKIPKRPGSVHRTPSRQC
CHRM1 agonist: human M1 muscarinic receptor agonists, primary screen, Fluo-8 calcium fluorescence, CHO-K1 cells, HTS | 360,000 compounds, 0.33% hits | activation, % at 3 µM | AID 588814, 2011 | CHO-K1 hM1, agonist mode; 0% DMSO, 100% acetylcholine EC100;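 active means activation above the run's mean compound activation plus 3 SD, cut at about 16% in these data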;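 further: peak over basal fluorescence ratio within a 140 s kinetic read after compound addition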
TAAR1 agonist: human TAAR1 agonists, primary screen, Fluo-8 calcium fluorescence, CHO RD-HGA16 cells; Trace amine-associated receptor 1 (Homo sapiens), Q96RJ0; vehicle wells 0%, saturating PEA agonist 100%; activation, % at 3 µM; 360,000 compounds, 0.99% hits;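 active means activation above the mean activation of all test compounds in the run plus 3 SD, cut at about 38% in these data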
Target sequence (Q96RJ0 whole entry, looked up): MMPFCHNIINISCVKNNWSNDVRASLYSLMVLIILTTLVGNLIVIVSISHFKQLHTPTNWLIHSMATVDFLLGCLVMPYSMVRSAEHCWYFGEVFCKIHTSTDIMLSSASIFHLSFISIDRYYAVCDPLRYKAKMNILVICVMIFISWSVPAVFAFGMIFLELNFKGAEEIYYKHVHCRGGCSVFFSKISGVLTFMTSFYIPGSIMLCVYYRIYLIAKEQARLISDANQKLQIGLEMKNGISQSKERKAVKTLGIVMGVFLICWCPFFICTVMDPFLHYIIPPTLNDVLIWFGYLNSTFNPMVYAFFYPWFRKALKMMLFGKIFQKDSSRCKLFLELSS
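Assay system – CHO-derived RD-HGA16 cells with stable Gα16 and human TAAR1 · Compound dosing – one-point dosing at 3 µM (nominal) · Incubation – 17-24 h seeding, 75 min 37 °C dye, 30 min RT · Measured by – kinetic Fluo-8 calcium fluorescence · Control set – DMSO vehicle as 0%, PEA at EC100 as 100% · Repeats – single well for each compound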
CHO parental Ca: ATP-evoked calcium signal inhibitors, parental CHO, primary screen, counter-screen for OX1R antagonist project, cell-based, fluorescence, Fluo-8 calcium dye; inhibition, % at 5.6 µM; parental CHO-K1, ATP-induced calcium, Fluo-8 fluorescence; 330,000 compounds, 0.63% hits;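 active means inhibition above that plate's mean sample inhibition plus 3 SD, cut at about 26% in these data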;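 further: 0% = ATP-challenged DMSO wells and 100% = DMSO wells without ATP; some compounds past the cut are filed as inactive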
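Measured by: calcium-sensitive Fluo-8 fluorescence / Test system: CHO parental line / Controls: ATP-challenged DMSO wells low, unchallenged DMSO wells high / Measure: % inhibition / Compound: single nominal dose of 5.6 µM per compound / Replicates: single well per compound, no replicates / Reagent: ATP as calcium-mobilizing challenge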
CHO-K1 Ca ag: counter-screen for M1 agonists: effect in parental CHO-K1 cells. activation, % at 3 µM. Fluo-8 calcium fluorescence; scaled to maximal ATP response, vehicle zero. 360,000 compounds, 0.48% hits. AID 602248, 2012; in the data active means activation above about 15%;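 further: untransfected CHO-K1 host cells lacking M1 receptor as counterscreen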
CHRM1 antagonist: human M1 muscarinic receptor antagonists, primary screen, CHO-K1 cells, Fluo-8 calcium fluorescence, 1536-well; CHO-K1 hM1, ACh EC80 antagonist; inhibition, % at 3 µM; 360,000 compounds, 1.3% hits;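 active means percent inhibition above its own plate's cutoff, namely the mean of that plate's compound wells plus 3 SD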;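 further: peak over basal fluorescence ratio during 140 s after agonist addition; 0% = ACh EC80 plus DMSO and 100% = DMSO alone without agonist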
TAAR1 antag: human TAAR1 antagonists, primary screen, Fluo-8 calcium fluorescence, CHO RD-HGA16 cells; antagonist; 360,000 compounds, 1.5% hits; Trace amine-associated receptor 1 (Homo sapiens), Q96RJ0; inhibition, % at 3 µM;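 active means inhibition above a per-plate cutoff, the mean inhibition of test compounds on that plate plus 3 SD, cut at about 49% in these data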;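 further: 0% = DMSO plus EC80 beta-PEA response and 100% = DMSO alone without agonist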
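Test system: CHO RD-HGA16 cells bearing hTAAR1 | Reagent: β-PEA, EC80 | Compound dosing: 3 µM, single point | Schedule: Dye loading 75 min at 37 °C, then 30 min room temperature | Signal: Calcium fluorescence with Fluo-8 | Evaluation: Percent inhibition of PEA-evoked calcium signal, max/basal emission ratio | Control set: DMSO-only wells and EC80 β-PEA-stimulated wells | Repeats: Singlicate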
CHO-K1 Ca antag: nonselective inhibitor or artifact in parental CHO-K1 cells; ATP-induced calcium, Fluo-8 fluorescence; inhibition, % at 3 µM; 360,000 compounds, 0.6% hits;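 active means inhibition above a per-plate cutoff, the plate's mean sample inhibition plus 3 SD, cut at about 24% in these data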;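 further: 0% = DMSO plus EC80 ATP and 100% = DMSO alone without ATP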
CHO-K1 Ca PAM: nonselective calcium activators in parental CHO-K1 cells, primary screen, counter-screen for M1 PAM project, cell-based, Fluo-8 calcium fluorescence, full deck, 1536-well. AID 602247, 2012. activation, % at 3 µM. ATP EC20; 0% at ATP EC20, 100% at ATP max. 360,000 compounds, 0.02% hits;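 active means activation above the run cutoff, the mean activation of all test compounds plus 3 SD, cut at about 40% in these data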;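 further: peak over basal fluorescence ratio in a 140 s read after ATP addition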
An asterisk follows results filed as active; . = no result given.

1) O=C(c1ccc(Cn2cc(Cl)cn2)o1)N1CCN(Cc2ccc3c(c2)OCO3)CC1
2) Cc1cc(NC(=O)CSc2nnc(C)n2C)no1
3) Cc1sc2ncnc(SCC(=O)NC(C)(C)C)c2c1C
4) CC(C)c1ccc(/C=N/NC(=O)c2nnn(-c3nonc3N)c2CN2CCOCC2)cc1
5) O=C(NCCCN1CCOCC1)C(C(=O)NCCCN1CCOCC1)c1ncc(C(F)(F)F)cc1Cl
6) Cc1cccc(N2CCN(CC(=O)Nc3ccc(-n4cnnn4)cc3)CC2)c1C
7) O=C1N(Cc2cccnc2)C[C@@H]2C[C@@H](c3cccc(OC4CCCC4)c3)N3CCC[C@@]123
8) CC(=O)c1ccc(OCC(=O)NC2CCS(=O)(=O)C2)cc1 (stereo not given)

compound no.	1	2	3	4	5	6	7	8
CHO parental Ca	-18	2	-19	-4	-4	-10	-39	0
M1 PAM	2	-4	5	1	8	7	-20	13
CHO-K1 Ca antag	0	-5	2	-4	-3	-1	4	-21
CHRM1 antagonist	-29	7	-3	-1	-2	-10	16	-13
TAAR1 agonist	.	9	9	61*	12	8	0	-2
TAAR1 antag	.	6	8	8	8	-9	9	-8
CHO-K1 Ca ag	1.0	0.1	0.4	0.9	0.4	4.6	-0.2	0.8
CHO-K1 Ca PAM	15	-9	7	-13	-1	16	-10	12
CHRM1 agonist	-3	-2	-6	-3	-2	0	-13	-2

9) CCN1C[C@@H]2[C@@H]3C(=O)N(C)C(=O)[C@@H]3[C@](Cc3ccccc3)(C1=O)N2C(=O)c1ccc(Cl)cc1
10) O=C(C1CCC(=O)N(C2CC2)C1)N(CCO)Cc1ccccc1 (stereo not given)
11) CN1C(=O)C(N=Nc2ccccc2C(=O)O)N(C)C1=S (stereo not given)
12) Cc1cccnc1NC(=O)c1ccc(S(=O)(=O)N2CCCCC2)cc1
13) O=C(NCCc1c[nH]c2ccccc12)C(=O)NCC1OCCN1S(=O)(=O)c1ccc(Cl)cc1 (stereo not given)
14) CCOC(=O)CSc1ncc(-c2ccccc2)cn1
15) O=C(O)c1ccccc1C1Nc2ccccc2C(=O)N1CCCN1CCOCC1 (stereo not given)
16) CCCCn1nc(C(=O)N(CCOC)c2c(N)n(CCCC)c(=O)[nH]c2=O)c2ccccc2c1=O

compound no.	9	10	11	12	13	14	15	16
CHO parental Ca	.	-16	20	3	-3	-8	-15	-9
M1 PAM	12	9	2	-7	-8	1	6	5
CHO-K1 Ca antag	-7	-20	-3	8	-3	5	-2	-15
CHRM1 antagonist	-2	-11	6	18	7	-15	-9	-2
TAAR1 agonist	0	1	18	1	11	4	1	0
TAAR1 antag	-3	-10	19	-31	23	-8	-19	1
CHO-K1 Ca ag	0.1	1.2	5.1	0.1	8.7	-0.1	-0.1	0.7
CHO-K1 Ca PAM	5	20	15	-14	14	-10	-22	24
CHRM1 agonist	-7	-2	-6	-6	3	-8	-2	-3

17) CCN(CC)S(=O)(=O)c1ccc(N2C(=O)Nc3ccccc3N2O)cc1
18) O=C1[C@H](Cc2ccccc2)NCC=CC[C@H](c2ccc(Cl)cc2)N1Cc1ccccc1
19) CCOc1ccccc1C1CC(c2ccccc2)Nc2nc(N)nn21 (stereo not given)
20) COc1ccccc1CNc1cc(-c2ccccc2)ccc1OC
21) Cc1cccc2sc(N(CCN(C)C)C(=O)C3CCN(S(=O)(=O)c4cccs4)CC3)nc12
22) CC(=O)N1N=C(c2ccncc2)OC12CCCCCC2
23) C=CCc1ccc(OCCOc2cccc(/C=N/n3cnnc3)c2)c(OC)c1
24) COc1ccc2nc(NC3=NC(c4ccccc4)CC(=O)N3)nc(C)c2c1 (stereo not given)

compound no.	17	18	19	20	21	22	23	24
CHO parental Ca	4	.	-9	-31	-10	-6	12	-11
M1 PAM	-6	0	-9	-1	-13	4	-4	-12
CHO-K1 Ca antag	-6	-21	1	5	-2	-16	-12	10
CHRM1 antagonist	9	0	13	-3	21	-11	-3	10
TAAR1 agonist	2	7	5	1	39*	0	9	-1
TAAR1 antag	-12	11	11	-16	41	-4	18	7
CHO-K1 Ca ag	0.3	0.4	0.8	-0.2	1.3	0.9	1.6	0.3
CHO-K1 Ca PAM	20	15	8	-8	-10	32	0	-11
CHRM1 agonist	-5	-5	-5	-3	-6	-6	-3	-10

25) O=C(NCC1CCCO1)c1cc(-c2ccc(Cl)cc2Cl)on1 (stereo not given)
26) Cc1ccc(/C=N/NC(=O)c2nnn(-c3nonc3N)c2C)o1
27) Cc1ccc(C)c(NC(=S)Nc2ncccc2C)c1
28) CC(C)OC(=O)c1cc2c(ccn2-c2ccc(F)cc2)n1CC(=O)N1CCN(C(=O)c2ccco2)CC1
29) CC1CCCCN1c1nnc(NC(=O)Cn2c(=O)oc3ccccc32)s1 (stereo not given)
30) O=C(CNc1ccc2c(c1)OCO2)N/N=C\c1ccccc1Cl
31) CCc1nc(N)c(C#N)c(-c2cccnc2)c1C
32) N#CCOc1ccccc1CNC[C@H]1O[C@@H](n2cnc(C(N)=O)n2)[C@H](O)[C@@H]1O

compound no.	25	26	27	28	29	30	31	32
CHO parental Ca	-3	.	-14	-17	-6	-13	0	.
M1 PAM	-2	3	-1	0	18	10	6	8
CHO-K1 Ca antag	-5	5	11	7	-6	-14	6	-16
CHRM1 antagonist	4	-5	-6	-3	-26	-7	-8	-10
TAAR1 agonist	14	4	-2	1	5	-2	-1	2
TAAR1 antag	7	-2	-15	13	-1	-5	-4	-29
CHO-K1 Ca ag	0.9	1.2	0.0	0.4	0.4	0.6	0.4	1.4
CHO-K1 Ca PAM	10	10	-9	-12	16	28	16	28
CHRM1 agonist	-4	-2	-8	-3	5	-2	-5	-4

33) O=C(O)c1ccc(CSc2nnc(COc3ccccc3)o2)cc1
34) CCOC(=O)c1ccc(NC(=S)N2CCN(CCO)CC2)cc1
35) O=C(COc1cc(Cl)ccc1Cl)Nc1ccc2[nH]c(=O)[nH]c2c1
36) Cc1ccc(-c2nc(CSCC(=O)NCCCN3CCOCC3)c(C)o2)cc1
37) CC(C)(CNC(=O)c1cccc(F)c1)CNC(=O)c1cccc(F)c1
38) C=CCNC(=O)C1CC1(c1ccccc1)c1ccccc1 (stereo not given)
39) Cc1ccc(C(=O)OCC(=O)NCc2ccccc2)cc1S(=O)(=O)N1CCCCC1
40) Nc1cccc2nc3ccccc3cc12

compound no.	33	34	35	36	37	38	39	40
CHO parental Ca	-20	-6	4	-24	-18	-9	-19	8
M1 PAM	-5	-7	1	7	2	4	-1	-5
CHO-K1 Ca antag	-3	-1	-2	5	2	-5	-6	5
CHRM1 antagonist	5	11	-1	-2	-3	-5	3	-6
TAAR1 agonist	5	-1	1	1	7	-1	5	.
TAAR1 antag	4	-14	-17	-9	6	-10	-9	.
CHO-K1 Ca ag	3.7	1.4	1.4	-0.2	2.4	0.1	1.9	-0.3
CHO-K1 Ca PAM	17	-8	-13	11	-12	11	0	-7
CHRM1 agonist	-1	-6	-2	-6	-4	-2	-2	-7

41) COc1cccc(NC(=O)NNC(=O)COc2ccc3ccccc3c2)c1
42) Cc1ccccc1-c1csc(C(C)(O)c2cccnc2)n1 (stereo not given)
43) Cc1ccc(S(=O)(=O)N2CCN(Cc3cc(=O)n4ccccc4n3)CC2)cc1C
44) Nc1nnc(SCc2ccccc2F)s1
45) Clc1ccccc1CSc1nnc(Cn2cnc3ccccc32)n1-c1ccccc1
46) CC(C)N(C(=O)COC(=O)c1cccc(N(C)C)c1)c1ccccc1
47) CC(C)(C)C(=O)N1CCN(c2ccc([N+](=O)[O-])c(NCc3cccnc3)c2)CC1
48) Cc1nc2nc[nH]n2c(=O)c1NS(C)(=O)=O

compound no.	41	42	43	44	45	46	47	48
CHO parental Ca	-9	.	-17	-2	-26	-32	-20	7
M1 PAM	12	-4	17	9	-1	-3	-7	3
CHO-K1 Ca antag	-3	-5	-4	-10	-6	-8	0	-8
CHRM1 antagonist	-10	9	-12	-14	-29	7	6	-17
TAAR1 agonist	1	2	8	1	13	1	3	5
TAAR1 antag	-13	-14	11	1	16	-2	23	-33
CHO-K1 Ca ag	1.0	0.6	-0.3	0.4	1.2	3.0	5.7	0.0
CHO-K1 Ca PAM	-5	-4	4	17	20	6	3	15
CHRM1 agonist	3	-2	-4	0	-4	-6	-9	1

49) Cc1[nH]c2ccccc2c1CN1CCC(Cc2ccccc2)CC1
50) Cc1cc(C(=O)N/N=C/c2cccc([N+](=O)[O-])c2)c2ccccc2n1
51) O=C(CS(=O)(=O)Cc1ccccc1)Nc1ccc2c(c1)OCO2
52) CC(CN1CCN(C)CC1)OC(=O)c1ccc(F)cc1 (stereo not given)
53) CC1S/C(=C(\C#N)C(N)=O)N(c2ccc(F)cc2)C1=O (stereo not given)
54) CCCCN(C(=O)CSCC(=O)Nc1ccc(OC)cc1)c1c(N)n(Cc2ccccc2)c(=O)[nH]c1=O

compound no.	49	50	51	52	53	54
CHO parental Ca	-7	-10	-14	0	1	-3
M1 PAM	-6	17	5	-9	9	10
CHO-K1 Ca antag	3	-8	16	5	0	0
CHRM1 antagonist	16	-14	-2	13	-15	-6
TAAR1 agonist	41*	0	0	3	14	0
TAAR1 antag	7	-6	-9	-12	-4	1
CHO-K1 Ca ag	3.8	0.1	0.1	1.1	0.3	0.3
CHO-K1 Ca PAM	-4	24	-1	8	-2	19
CHRM1 agonist	-4	2	-5	-8	-1	-2
